# Screens deposited in PubChem BioAssay by National Center for Advancing Translational Sciences (NCATS).
# EPAC2 agonist = activates human EPAC2 exchange factor; Potency, µM (highest dose often 154 µM), for the others: top-dose activation, usual class: activators; EPAC2 activation, biochemical qHTS; response scale: 100% = 6.5 mM cAMP response; Q8WZA2; 0.079% of 360,000 active; AID 720711; note: potency is the fitted concentration of half-maximal effect; nearly all actives have a fitted effect of over 50% in size
#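 Compounds were titrated in qHTS against a Rap1B-BODIPY-GDP (250 nM) complex with EPAC2 (100 nM) and GDP (50 uM). BODIPY-GDP release tracked at 480/540 nm over 30 min at room temperature, normalized to 6.5 mM cAMP.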
# PTHR1 ag = agonists of human PTHR1 parathyroid hormone receptor. Potency, µM (highest dose often 115 µM), for the others: top-dose activation, most hits filed as activators. HEK293 GP2 PTHR1 cells, GloSensor cAMP luminescence, 1 h. 0.075% of 410,000 active. Q03431; note: potency is the fitted concentration of half-maximal effect; nearly all actives have a fitted effect of over 55% in size; some results filed as inactive show a strong effect at the top dose; inactives centre near -15; many of its hits are not listed in these tables
# Target sequence (Q03431 whole entry, looked up): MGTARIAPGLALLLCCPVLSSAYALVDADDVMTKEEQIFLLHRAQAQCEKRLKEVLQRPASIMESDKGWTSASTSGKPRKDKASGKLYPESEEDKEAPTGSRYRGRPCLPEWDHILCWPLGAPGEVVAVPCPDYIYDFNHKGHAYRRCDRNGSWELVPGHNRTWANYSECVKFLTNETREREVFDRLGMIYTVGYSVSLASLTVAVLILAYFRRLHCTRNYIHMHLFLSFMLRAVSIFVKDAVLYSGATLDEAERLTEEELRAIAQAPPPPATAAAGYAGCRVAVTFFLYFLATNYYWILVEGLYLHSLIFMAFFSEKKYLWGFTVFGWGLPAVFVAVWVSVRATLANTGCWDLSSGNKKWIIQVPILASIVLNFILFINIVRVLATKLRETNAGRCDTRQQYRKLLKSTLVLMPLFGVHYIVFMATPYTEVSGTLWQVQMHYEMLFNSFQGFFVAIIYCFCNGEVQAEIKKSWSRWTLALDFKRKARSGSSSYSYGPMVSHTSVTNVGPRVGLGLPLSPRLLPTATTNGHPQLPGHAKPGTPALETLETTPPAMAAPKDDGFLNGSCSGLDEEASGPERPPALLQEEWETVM
#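 HEK-293-derived GP2 cells expressing PTHR1 and a GloSensor cAMP reporter, 3,000/well, plated overnight, given luciferin plus IBMX (each 0.5 mM as added) for 1 h at 37 °C, then compound for 1 h at 37 °C. Luminescence was read after 15 min at room temperature.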
# D3 antag = blocks the human D3 dopamine receptor; 2.5% of 360,000 active; D3R cells, DiscoveRx beta-arrestin luminescence, antagonist mode; active compounds read low; AID 652054; P35462; max response, negative = inhibition, %; in the data active = max response below about -50%; inconclusive = no clear call, values can overlap the other calls; note: % is set by controls: 0 for no effect and ±100 for the full control effect; mostly tested at two doses, the higher about 12 µM
# Target sequence (P35462 whole entry, looked up): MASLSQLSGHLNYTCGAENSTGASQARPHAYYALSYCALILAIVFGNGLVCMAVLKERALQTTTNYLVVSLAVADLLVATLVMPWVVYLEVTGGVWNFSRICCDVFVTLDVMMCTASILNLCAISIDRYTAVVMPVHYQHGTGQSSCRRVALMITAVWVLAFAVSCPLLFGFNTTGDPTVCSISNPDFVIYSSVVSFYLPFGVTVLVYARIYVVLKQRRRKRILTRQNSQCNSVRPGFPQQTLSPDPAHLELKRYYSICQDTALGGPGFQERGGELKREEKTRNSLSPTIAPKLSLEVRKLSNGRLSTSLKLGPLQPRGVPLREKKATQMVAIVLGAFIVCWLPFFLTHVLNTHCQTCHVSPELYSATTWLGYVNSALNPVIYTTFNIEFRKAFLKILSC
#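 Cells plated overnight at 1500 cells/well, then exposed to library compounds with dopamine controls for 90 minutes at 37 degrees C. DiscoveRx reagent added for 30–60 minutes at room temperature; luminescence read, quantitative HTS format.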
# pAkt inh = Akt phosphorylation inhibition | Neuro2A IGF-stimulated pAkt S473 HTRF, 20 min; active compounds read low | AID 651550 | activity change, % for hits at 50 µM | 0.32% of 360,000 active; in the data active = activity change below about -80%; inconclusive = mostly about -51% to -80%; note: % is set by controls: 0 for no effect and ±100 for the full control effect
#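 Neuro2A cells in DMEM with 0.5% FBS, overnight at 37 deg C, given compound at single 50 µM final, then IGF (6 nM final) for 20 min at 37 deg C. Lysed; phospho-Akt Ser473 by HTRF after 24 h, 665/615 ratio.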
# EPAC2 antagonist = EPAC2 (human) antagonism | Q8WZA2 | EPAC2 GEF exchange of Rap1B-BODIPY-GDP, fluorescence | Potency, µM (titrated, usually from 114 µM), for inactives: at the highest dose activity, negative = inhibition, actives largely listed as inhibitors | 0.18% of 360,000 active; note: potency is the fitted concentration of half-maximal effect; % is set by controls: 0 for no effect and ±100 for the full control effect; nearly all actives have a fitted effect of over 45% in size; many of its hits are not listed in these tables
# CCT modulator = changes cytosolic chaperonin activity; activity change, % (test concentration not listed), hits read low; AID 651819; 0.3% of 360,000 active; purified chaperonin ATPase assay, HTRF ADP detection, 30 min; in the data active = activity change below about -30%; note: % is set by controls: 0 for no effect and ±100 for the full control effect
#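 TRiC at 40 or 20 nM final (batch-dependent) in 30 mM Tris pH 7.4, 100 mM KCl, 5 mM MgCl2, 1 mM DTT, with compound at single 76 uM and 10 uM ATP, 30 min at 37 deg C. ADP detected by HTRF Transcreener, 665/615 ratio.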
# Mm-Cpn inhibitor = blocks the Methanococcus maripaludis chaperonin Mm-Cpn; purified Mm-Cpn ATPase, ADP Transcreener TR-FRET; Potency, µM (series often up to 76.9 µM), without a hit: top-dose activity, negative = inhibition, hits mostly inhibitors; 0.031% of 330,000 active; AID 504842; note: potency is the fitted concentration of half-maximal effect; % is set by controls: 0 for no effect and ±100 for the full control effect; nearly all actives have a fitted effect of over 80% in size
#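 Eu-cryptate anti-ADP/ADP-d2 competition gives a ratio inversely related to ADP. Enzyme at 25 nM was pre-exposed to compound for 10 min, then given 10 uM ATP for 30 min, 37°C throughout.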
# DRD3 agonist = activates the human D3 dopamine receptor | P35462 | D3R DiscoveRx beta-arrestin cells, luminescence, 90 min | max activation, % | 0.58% of 410,000 active | AID 652048; in the data active = max activation above about 30%; note: 0% is about no effect; mostly tested at two doses, the higher about 12 µM
#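 Cells at 1500/well, incubated overnight, then treated with pinned compounds (dopamine as control) for 90 min at 37 degrees C. DiscoveRx reagent added for 30 - 60 minutes at room temperature; luminescence read.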
# The depositor's hits bear a star; i = inactive; ? = inconclusive; . = not tested or not shown; [ ] = dose if it differs, or a comment. Unless noted, calls come from the whole dose curve; as a rule, active = well fitted curve in the direction sought with a large enough effect; inconclusive = small, poorly fitted or top-dose-only effect, or another doubt; inactive = no such curve, though single readings can be large; an effect the other way counts as inactive or inconclusive.
SMILES,EPAC2 agonist,PTHR1 ag,D3 antag,pAkt inh,EPAC2 antagonist,CCT modulator,Mm-Cpn inhibitor,DRD3 agonist
Cc1c(N=Cc2nc3ccccc3n2C)c(=O)n(-c2ccccc2)n1C,9%,?,6,i,-24%,0.1,-1%,-1
COc1cccc(/C=C/C(=O)OCC(=O)c2ccc(S(=O)(=O)N3CCCCC3)cc2)c1OC,7%,i,6,i,-2%,1.2,?,2
CCN(Cc1ccccc1)C(=O)CCS(=O)(=O)c1ccc2c(c1)NC(=O)CO2,2%,-18%,11,i,8%,-3.6,0%,7
O=C(O)CCCCN1C(=O)/C(=C\c2ccc(OCc3ccccc3)c(OCc3ccccc3)c2)SC1=S,-6%,-18%,3,i,?,-0.2,-2%,-10
CC(C)=CCC[C@H](C)CC1Cc2[nH]c(=S)[nH]c(=O)c2C(c2ccc(F)cc2)O1 (some centres not stated),-8%,-23%,11,i,-26%,2.2,.,7
Cc1cc(C(=O)OCC(=O)Nc2ccccc2)c(C)o1,3%,i,30,i,22%,2.0,1%,-12
Cc1ccc(CNC(=O)c2nc3nc(C)cc(C)n3n2)cc1,-6%,i,0,i,-4%[57.1 µM],-1.1,1%,5
Cc1ccc(C(=O)CSc2ncnc3ccccc23)o1,4%,-16%,3,i,2%,1.9,0%,1
O=c1c2c(nc3cc(-c4ccc(F)cc4)[nH]n13)CCC2,-13%,-20%,-20,i,-1%,-0.6,-2%,-9
CC(C)CN(C(=O)CN1CCN(S(=O)(=O)c2ccccc2)CC1)c1c(N)n(CC(C)C)c(=O)[nH]c1=O,-6%,i,?,i,2%,1.1,1%,4
Nc1cc(N)nc(SCc2cccnc2)n1,8%,i,-6,i,7%,-4.2,0%,1
COc1ccc(S(=O)(=O)NCc2ccncc2)cc1NC(=O)c1ccccc1C,8%,-24%,0,i,3%,1.8,0%,3
CSc1ccc(CCNC(=O)CS(=O)(=O)Cc2nc(-c3ccccc3F)oc2C)cc1,4%,-51%[inhibitor],-1,i,2%,-2.5,2%,-7
Cn1nnnc1Sc1ncnc2scc(-c3ccccc3C(F)(F)F)c12,0%,i,.,.,2%,.,-4%,.
O=S1(=O)CC(N2CCCCC2)CN1Cc1cn(Cc2cccc(C(F)(F)F)c2)nn1 (configuration not stated),4%,i,6,i,9%,0.7,.,5
CCn1cc(/C=C2/SC(=S)NC2=O)c(C)n1,-8%,-7%,-7,i,-5%,0.5,-2%,-4
CC(=O)NCCC(=O)N1CCCC(N(C)CCc2ccccc2)C1 (configuration not stated),-2%,-9%,39,i,15%,-1.5,-3%,-3
O=C(Cc1ccccc1)Nc1ccc(S(=O)(=O)N2CCOCC2)cc1,7%,i,-6,i,16%,1.7,-1%,0
O=C(CN1C2CCC1CC(NC(=O)C1CC1)C2)NCc1ccccc1 (configuration not stated),4%,-35%[inhibitor],10,i,-1%,-0.8,-5%,-7
COc1ccc(Cl)cc1C(=O)Nc1ccc(S(N)(=O)=O)cc1,12%,-8%,-11,i,7%,-0.1,0%,-8

# The closing 2 records of the part above are carried over, then new ones follow.
SMILES,EPAC2 agonist,PTHR1 ag,D3 antag,pAkt inh,EPAC2 antagonist,CCT modulator,Mm-Cpn inhibitor,DRD3 agonist
O=C(CN1C2CCC1CC(NC(=O)C1CC1)C2)NCc1ccccc1 (configuration not stated),4%,-35%[inhibitor],10,i,-1%,-0.8,-5%,-7
COc1ccc(Cl)cc1C(=O)Nc1ccc(S(N)(=O)=O)cc1,12%,-8%,-11,i,7%,-0.1,0%,-8
N#Cc1ccc(-c2ccc(OCC(=O)NN=Cc3ccncc3)cc2)cc1,0%,-45%[inhibitor],9,i,4%,-2.4,-3%,2
Cc1ccc(CSc2nc3nc(C)cc(C)c3c(=O)[nH]2)cc1,7%,-5%,?,i,2%,0.3,2%,-5
CCCN1CCN(C(=O)CN2C(=O)CC(C)(C)S(=O)(=O)c3ccccc32)CC1,12%,-16%[57.5 µM],22,.,-1%,-1.6,0%,8
Cc1ccc(S(=O)(=O)N2CCC(C(=O)Nc3ccc(S(=O)(=O)N4CCCC4)cc3)CC2)cc1,1%,-88%[inhibitor],7,i,-11%,-3.0,1%,2
O=C(COc1ccccc1Cl)N1CCCC1,-2%,-7%[57.5 µM],-6,i,-3%,2.3,1%,1
COc1ccc(Cc2nc3c4c(ncn3n2)Oc2c(ccc3ccccc23)C4c2ccc(OC)c(OC)c2)cc1 (configuration not stated),-1%,i,20,i,6%,-0.5,0%,5
O=C(NCC(c1ccco1)N1CCCC1)c1cc(S(=O)(=O)N2CCOCC2)ccc1Cl (configuration not stated),7%,-2%,-5,i,0%,-1.0,1%,-2
Cc1cccc(N(C(=O)CNC(=O)c2ccco2)C(C(=O)NC2CCCC2)c2ccncc2)c1 (configuration not stated),10%,-25%,-21,i,-6%,-5.1,1%,-13
Cc1cc(-c2nc(-c3ccncc3)no2)ccc1[N+](=O)[O-],5%,-20%,-4,i,5%,-4.7,-1%,1
O=C(CSc1nnnn1-c1cccc2ccccc12)N1CCOCC1,1%,i,10,i,-3%,-2.2,2%,-3
COc1ccccc1/C(O)=C(\C#N)c1nc2ccccc2[nH]1,0%,-2%,0,i,1%,-0.2,-1%,8
CC(C)(C)c1ccc(NNC(=O)C2CCC2)cc1,3%,i,-16,i,8%,1.1,0%,10
COCC1CCN(Cc2cn[nH]c2-c2cc(OC)c(OC)c(OC)c2)CC1,7%,i,8,i,-2%,-2.6,1%,17
C=C(C)COc1ccc2c(C)c(CC(=O)OC)c(=O)oc2c1C,-6%,-90%[inhibitor][57.5 µM],10,i,-16%,0.2,0%,0
O=C(C1CCCN(Cc2ccccc2Br)C1)N1CCCCC1 (configuration not stated),2%,i,-85*,i,2%,-1.9,-10%,-6
Cc1ccnc(NC(=O)Nc2cccc(F)c2)n1,8%,i,4,i,3%,1.0,1%,7
CC(C)CN(CC(C)C)C(=O)Nc1ccccc1F,7%,i,-9,i,-1%,-1.3,1%,-4
CCC(Sc1nc2ccccc2c(=O)[nH]1)C(=O)Nc1ccc(C(C)=O)cc1 (configuration not stated),0%,-79%[inhibitor],12,i,-23%,1.3,?,1
NS(=O)(=O)c1ccc(N=Nc2c[nH]c(=O)c(O)c2)cc1,-11%,i,-66*,i,-28%,-0.8,-11%,-11
C=CCNC(=O)Nc1ccc(Br)cc1Cl,6%,-38%[inhibitor],29,i,-3%[57.1 µM],-0.9,3%,1

# A second format for 15 compounds above.
# Fields: EPAC2 agonist | PTHR1 ag | D3 antag | pAkt inh | EPAC2 antagonist | CCT modulator | Mm-Cpn inhibitor | DRD3 agonist
COc1ccc(Cc2nc3c4c(ncn3n2)Oc2c(ccc3ccccc23)C4c2ccc(OC)c(OC)c2)cc1 (configuration not stated)
 : -1% | i | 20 | i | 6% | -0.5 | 0% | 5
O=C(NCC(c1ccco1)N1CCCC1)c1cc(S(=O)(=O)N2CCOCC2)ccc1Cl (configuration not stated)
 : 7% | -2% | -5 | i | 0% | -1.0 | 1% | -2
Cc1cccc(N(C(=O)CNC(=O)c2ccco2)C(C(=O)NC2CCCC2)c2ccncc2)c1 (configuration not stated)
 : 10% | -25% | -21 | i | -6% | -5.1 | 1% | -13
Cc1cc(-c2nc(-c3ccncc3)no2)ccc1[N+](=O)[O-]
 : 5% | -20% | -4 | i | 5% | -4.7 | -1% | 1
O=C(CSc1nnnn1-c1cccc2ccccc12)N1CCOCC1
 : 1% | i | 10 | i | -3% | -2.2 | 2% | -3
COc1ccccc1/C(O)=C(\C#N)c1nc2ccccc2[nH]1
 : 0% | -2% | 0 | i | 1% | -0.2 | -1% | 8
CC(C)(C)c1ccc(NNC(=O)C2CCC2)cc1
 : 3% | i | -16 | i | 8% | 1.1 | 0% | 10
COCC1CCN(Cc2cn[nH]c2-c2cc(OC)c(OC)c(OC)c2)CC1
 : 7% | i | 8 | i | -2% | -2.6 | 1% | 17
C=C(C)COc1ccc2c(C)c(CC(=O)OC)c(=O)oc2c1C
 : -6% | -90%[inhibitor][57.5 µM] | 10 | i | -16% | 0.2 | 0% | 0
O=C(C1CCCN(Cc2ccccc2Br)C1)N1CCCCC1 (configuration not stated)
 : 2% | i | -85* | i | 2% | -1.9 | -10% | -6
Cc1ccnc(NC(=O)Nc2cccc(F)c2)n1
 : 8% | i | 4 | i | 3% | 1.0 | 1% | 7
CC(C)CN(CC(C)C)C(=O)Nc1ccccc1F
 : 7% | i | -9 | i | -1% | -1.3 | 1% | -4
CCC(Sc1nc2ccccc2c(=O)[nH]1)C(=O)Nc1ccc(C(C)=O)cc1 (configuration not stated)
 : 0% | -79%[inhibitor] | 12 | i | -23% | 1.3 | ? | 1
NS(=O)(=O)c1ccc(N=Nc2c[nH]c(=O)c(O)c2)cc1
 : -11% | i | -66* | i | -28% | -0.8 | -11% | -11
C=CCNC(=O)Nc1ccc(Br)cc1Cl
 : 6% | -38%[inhibitor] | 29 | i | -3%[57.1 µM] | -0.9 | 3% | 1

# Going on with the list:
SMILES,EPAC2 agonist,PTHR1 ag,D3 antag,pAkt inh,EPAC2 antagonist,CCT modulator,Mm-Cpn inhibitor,DRD3 agonist
O=C(NCCCN1CCOCC1)c1cc(S(=O)(=O)N2CCOCC2)ccc1Cl,23%,-10%,-7,i,-6%,-0.5,1%,0
CS(=O)(=O)N(CC(=O)NCCSc1ccc(Cl)cc1)c1ccc2c(c1)OCO2,-19%,i,0,i,7%,-3.3,0%,-1
Cc1ccc(C2=NS(=O)(=O)N(C)C(C(=O)NC3CCCC3)=C2)cc1,5%,i,9,i,-16%,-5.1,1%,2
COc1ccccc1CO/N=C/NC(=O)c1c(OC)ccnc1Oc1ccc(F)cc1,20%,i,13,i,-5%,0.3,0%,16
COc1ccc(OC)c(NC(=S)NCc2ccco2)c1,3%,-11%,-15,i,1%,-2.2,.,0
Cc1csc2ncc(C(=O)NCCc3ccccc3)c(=O)n12,1%,i,-16,i,-5%,-0.1,-1%,5
O=C(c1nc2ncccn2n1)N1CCN(c2ccccc2)CC1,24%[15.6 µM],-3%[57.5 µM],20,.,10%,0.0,.,-7

# Only part of the results is shown; count on the stated rates, not on these rows.
